# ROS inducer: ROS inducers in U2OS cancer cells, primary screen, cell-based, H2DCF-DA fluorescence; U2OS ROS induction; ROS induction (% of piperlongumine), % at 10 µM; 46,000 tested, 2% active; AID 624156, 2012; in the data active = ROS induction above about 79%, passing the limit was not always enough; inconclusive = no clear call, values can overlap the other calls;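 also: 0% = DMSO vehicle median and 100% = reference compound median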
# * marks the source's active call; other numbers are inactive results; ? = inconclusive. An excerpt; the hit share may differ from the screen's.
Structure,ROS inducer
CN1CCN(c2ccc(CNC(=O)c3ccc4nsnc4c3)cc2)CC1,12.8
C[C@@H]1CN([C@@H](C)CO)C(=O)CCCn2cc(nn2)CO[C@H]1CN(C)C(=O)Nc1ccc(C(C)(C)C)cc1,-1.0
C=CCNC(=O)c1cc2ccccc2o1,0.3
C[C@H](CO)N1C[C@H](C)[C@@H](CN(C)S(=O)(=O)c2cn(C)cn2)Oc2c(NC(=O)Nc3ccc(F)cc3)cccc2C1=O,-1.2
Cc1nc(NCC2CCCO2)c2c3c(sc2n1)CCC3 (centres undefined),27.3
COc1ccc(S(=O)(=O)Nc2ccc3c(c2)C(=O)N([C@H](C)CO)C[C@@H](C)[C@H](CN(C)C(=O)NC2CCCCC2)O3)cc1,1.1
O=C1N(Cc2ccccc2)c2cccc3cccc(c23)N1Cc1ccccc1,14.3
Cc1noc(C)c1S(=O)(=O)Nc1ccc2c(c1)CC(=O)N([C@@H](C)CO)C[C@@H](C)[C@@H](CN(C)C(=O)Nc1ccc3c(c1)OCO3)O2,-24.1
C[C@H](CO)N1C[C@H](C)[C@H](CN(C)S(=O)(=O)c2ccccc2)Oc2ccc(NC(=O)CCCN(C)C)cc2C1=O,-6.3
O=C(COc1ccccc1C(=O)O)Nc1ccccc1,-7.0
Cn1cnc([N+](=O)[O-])c1Sc1ncnc2nc[nH]c12,3.8
C[C@H](CO)N1C[C@H](C)[C@H](CN(C)C(=O)NC2CCCC2)OCc2cnnn2CCCC1=O,-32.6
CC(C)(C)OC(=O)CC[C@@]12N=C(c3ccc(OCCCO)cc3)O[C@@H]1c1ccccc1CN(CCS(=O)(=O)c1ccccc1)C2=O,41.0
CCc1cc2c(=O)c(-c3nc(C)cs3)c(CCCC(=O)O)oc2cc1O,-2.5
C=CCNc1sc(C)nc1C(N)=O,18.1
C[C@@H]1CN([C@@H](C)CO)C(=O)c2cc(NS(=O)(=O)c3ccccc3)ccc2O[C@H]1CN(C)Cc1ccc2c(c1)OCO2,13.3
Cc1nnc(SCC(=O)Nc2ccccc2C(F)(F)F)s1,-8.8
COc1ccc(NC(=O)Nc2cccc3c2O[C@@H](CN(C)S(=O)(=O)c2ccccc2)[C@H](C)CN([C@H](C)CO)C3=O)cc1,-7.7
Cc1c(N(C)C(=O)C2CCCN2S(=O)(=O)c2ccccc2)c(=O)n(-c2ccccc2)n1C (centres undefined),-8.7
COc1cccc2cc(-c3nnc(SCC(=O)Nc4cccc(Br)c4)n3C)oc12,2.2
CCc1cc(C(c2ccc(Cl)cc2)N2CCN(CCO)CC2)c(NC(=O)c2ccccc2)s1 (centres undefined),89.0*
C[C@@H]1CN([C@H](C)CO)C(=O)c2cc(NC(=O)CCCN(C)C)ccc2O[C@@H]1CN(C)S(C)(=O)=O,0.9
C[C@@H]1CN([C@@H](C)CO)C(=O)c2cccc(NC(=O)c3ccncc3)c2O[C@@H]1CN(C)S(=O)(=O)c1ccc(F)cc1,1.0
COc1ccc(NS(=O)(=O)c2ccc(OCC(F)(F)F)c(C#N)c2OCC(F)(F)F)cc1,-8.5
Cc1ccc2c(c1)C(=O)C1(O)CCN(c3ccccc3)C1=N2 (centres undefined),-1.7

# Among those listed so far, these have a halogen.
Structure,ROS inducer
C[C@H](CO)N1C[C@H](C)[C@@H](CN(C)S(=O)(=O)c2cn(C)cn2)Oc2c(NC(=O)Nc3ccc(F)cc3)cccc2C1=O,-1.2
Cc1nnc(SCC(=O)Nc2ccccc2C(F)(F)F)s1,-8.8
COc1cccc2cc(-c3nnc(SCC(=O)Nc4cccc(Br)c4)n3C)oc12,2.2
CCc1cc(C(c2ccc(Cl)cc2)N2CCN(CCO)CC2)c(NC(=O)c2ccccc2)s1 (centres undefined),89.0*
C[C@@H]1CN([C@@H](C)CO)C(=O)c2cccc(NC(=O)c3ccncc3)c2O[C@@H]1CN(C)S(=O)(=O)c1ccc(F)cc1,1.0
COc1ccc(NS(=O)(=O)c2ccc(OCC(F)(F)F)c(C#N)c2OCC(F)(F)F)cc1,-8.5

# Carrying on.
Structure,ROS inducer
CNC[C@H]1OCCCC[C@@H](C)Oc2ccc(NS(=O)(=O)c3ccccc3)cc2C(=O)N([C@H](C)CO)C[C@@H]1C,3.5
c1ccc(NC2CCCCC2)nc1,15.0
C[C@@H]1CN([C@@H](C)CO)C(=O)c2cc(NC(=O)Cn3cnnn3)ccc2O[C@H]1CN(C)C(=O)NC1CCCCC1,-2.0
Cc1nc2c(-c3ccc(Cl)cc3)c(C(F)(F)F)[nH]n2c(=O)c1Cc1ccccc1,-17.8
Cc1ccc(Nc2cc(C(=O)NCC3CCCO3)c3ccccc3n2)cc1C (centres undefined),1.2
C=C(Oc1cccc(C(=O)O)c1)C(=O)O,-5.8
O=C(NO)c1ccc(C(=O)N/N=C/c2cc(F)ccc2O)cc1,-15.0
C[C@@H]1CN([C@@H](C)CO)C(=O)Cc2cc(NS(=O)(=O)c3cccs3)ccc2O[C@@H]1CN(C)Cc1ccc(C(F)(F)F)cc1,8.2
Cc1noc(C)c1S(=O)(=O)Nc1ccc2c(c1)CC(=O)N([C@@H](C)CO)C[C@@H](C)[C@@H](CN(C)C(=O)Nc1ccc(F)cc1)O2,-4.5
C[C@H]1CN([C@@H](C)CO)C(=O)CCCn2cc(nn2)CO[C@@H]1CN(C)Cc1ccccc1,32.5
CCOC(=O)C1CCN(S(=O)(=O)c2nc3nc(C)cc(C)n3n2)CC1,-8.2
C[C@H]1CN([C@@H](C)CO)C(=O)c2cccc(NC(=O)C3CC3)c2O[C@@H]1CN(C)S(C)(=O)=O,-0.8
CCOC(=O)C1CCCn2c1nc1sc3c(c1c2=O)CCCC3 (centres undefined),9.3
C[C@H]1CN([C@@H](C)CO)C(=O)c2cc(NC(=O)Nc3ccc4c(c3)OCO4)ccc2O[C@H]1CN(C)Cc1ccc(C(=O)O)cc1,7.0
COc1ccc(NC(=O)N(C)C[C@@H]2Oc3ccc(NC(=O)CCCCCC(=O)Nc4ccccc4N)cc3C(=O)N([C@@H](C)CO)C[C@@H]2C)cc1,4.1
CCC1Sc2ccccc2N(CC(=O)NC2CC2)C1=O (centres undefined),-15.3
COc1ccc(NC(=O)Nc2cccc3c2O[C@H](CN(C)C(=O)Nc2ccc(F)cc2)[C@H](C)CN([C@@H](C)CO)C3=O)cc1,-3.1
O=C(O)CCCCCC(=O)N/N=C/C1CCCCC1,-15.9
C[C@H](CO)N1C[C@H](C)[C@H](CN(C)Cc2ccc(Oc3ccccc3)cc2)Oc2ccc(NS(=O)(=O)c3ccc(Cl)cc3)cc2CC1=O,36.2
O=C1O[C@H](c2ccccc2)[C@H](c2ccccc2)N2[C@H]1[C@@H](C(=O)O)[C@]1(C(=O)Nc3ccccc31)[C@H]2c1ccc(OCCO)cc1,52.9
CNC[C@@H]1Oc2ccc(NC(=O)Cn3cnnn3)cc2C(=O)N([C@@H](C)CO)C[C@@H]1C,11.5
COC(=O)c1sccc1NC(=O)C1CCCS1 (centres undefined),-12.4
O=C(CCn1c(SCc2cccc(F)c2)nc2ccccc2c1=O)NCCc1ccccc1,-8.2
O=C(CCn1nc(-c2ccccc2)c2ccccc2c1=O)Nc1cccnc1,35.0
COc1ccc2[nH]c(C)c(CCNS(=O)(=O)c3c(C)[nH]c(=O)[nH]c3=O)c2c1,-2.3
C[C@@H]1CN([C@H](C)CO)C(=O)c2cccc(NS(=O)(=O)c3ccc(F)cc3)c2O[C@H]1CN(C)Cc1ccc(Oc2ccccc2)cc1,102.2*
C[C@H](CO)N1C[C@H](C)[C@H](CN(C)Cc2ccc(Cl)c(Cl)c2)Oc2ccc(NC(=O)Nc3ccc(F)cc3)cc2C1=O,9.0
CN(C)CCOC(c1ccc(Cl)cc1)c1ccccn1 (centres undefined),-15.3
Cc1ccccc1NC1SC(=O)N(Cc2ccccc2)C1=O (centres undefined),10.3
COc1ccc(-c2oc3ncn(Cc4ccccc4)c(=N)c3c2-c2ccc(OC)cc2)cc1,?
C[C@H](CO)N1C[C@H](C)[C@H](CN(C)CC2CCCCC2)Oc2ccc(NC(=O)Nc3ccc(F)cc3)cc2CC1=O,-2.3
COC(=O)[C@]1(Cc2ccccc2)N=C(c2ccc(OCCCO)cc2)O[C@@H]1c1ccccc1CN=[N+]=[N-],48.2
C[C@H]1CN([C@@H](C)CO)C(=O)c2cc(N(C)C)ccc2O[C@H]1CN(C)S(=O)(=O)c1cccs1,-3.7
C[C@@H]1CCCCO[C@H](CN(C)C(=O)C2CCCCC2)[C@@H](C)CN([C@H](C)CO)C(=O)c2cc(NC(=O)CCC(F)(F)F)ccc2O1,-3.3
Cc1ccc(S(=O)(=O)N(C)C[C@H]2Oc3ccc(NS(=O)(=O)c4c(C)noc4C)cc3CC(=O)N([C@H](C)CO)C[C@H]2C)cc1,-3.2
C[C@@H]1CN([C@@H](C)CO)C(=O)c2cc(N(C)C)ccc2O[C@@H]1CN(C)S(=O)(=O)c1cn(C)cn1,-8.2
COc1ccc(NC(=O)N(C)C[C@@H]2Oc3c(NS(=O)(=O)c4ccccc4)cccc3C(=O)N([C@H](C)CO)C[C@H]2C)cc1,-8.5
Cc1cc(C)c(NC(=O)CSc2nc(C)cc(=O)[nH]2)c([N+](=O)[O-])c1,-3.0
CC(C)NC(=O)Nc1ccc2c(c1)C(=O)N([C@@H](C)CO)C[C@@H](C)[C@H](CN(C)C(=O)Nc1ccc3c(c1)OCO3)O2,-0.1
Cc1nc2cc(NS(=O)(=O)c3cccc4cccnc34)ccc2s1,0.8
C[C@H]1CN([C@@H](C)CO)C(=O)Cc2cc(NS(C)(=O)=O)ccc2O[C@@H]1CN(C)C(=O)Nc1ccc(F)cc1,4.0
COc1ccc(NC(=O)N(C)C[C@@H]2Oc3ccc(NC(=O)Nc4ccc5c(c4)OCO5)cc3C(=O)N([C@@H](C)CO)C[C@@H]2C)cc1,-5.2
C[C@H]1CN([C@@H](C)CO)C(=O)Cc2cc(NC(=O)Cc3cn(C)c4ccccc34)ccc2O[C@H]1CN(C)Cc1ccc(Cl)c(Cl)c1,15.2
C[C@@H]1CN([C@@H](C)CO)C(=O)c2cc(NC(=O)Nc3ccc4c(c3)OCO4)ccc2O[C@@H]1CN(C)Cc1ccc(Cl)c(Cl)c1,13.6
N#Cc1c(NC(=O)CSc2ncccn2)sc2c1CCCC2,-3.2
CC(=O)O[C@H]1[C@H](Oc2cc(O)cc(O)c2C(=O)c2cc(O)cc(O)c2)O[C@H](CO)[C@@H](OC(=O)c2ccccc2)[C@@H]1O,3.5
C=CCNC(=O)[C@@H]1[C@H]2C(=O)O[C@H](c3ccccc3)[C@H](c3ccccc3)N2[C@H](c2ccc(O)cc2)[C@@]12C(=O)Nc1ccc(C#CC3=CCCCC3)cc12,17.7
Cc1c(O)cc(O)c2c1OC(c1ccccc1)CC2=O (centres undefined),22.8
Cc1noc(C)c1NC(=O)Nc1cccc2c1O[C@@H](CN(C)Cc1ccccc1)[C@@H](C)CN([C@H](C)CO)C2=O,-10.7
CC1C/C(=C/c2cccn2C)C(=O)/C(=C/c2cccn2C)C1 (centres undefined),260.8*

# Continuation.
Structure,ROS inducer
C[C@H](CO)N1C[C@H](C)[C@H](CN(C)C(=O)Nc2ccc(C(F)(F)F)cc2)Oc2ccc(NC(=O)Nc3cccc4ccccc34)cc2CC1=O,2.3
O=C(CSc1nc2ccccc2[nH]1)n1c2ccccc2c2ccccc21,-16.7
CNC[C@H]1Oc2ccc(NC(=O)c3ccncc3)cc2C(=O)N([C@@H](C)CO)C[C@@H]1C,-3.4
C[C@H](CO)N1C[C@H](C)[C@@H](CN(C)Cc2ccc(-c3ccccc3)cc2)Oc2c(NC(=O)CCCCCC(=O)Nc3ccccc3N)cccc2C1=O,117.0*
Cc1nnc(SCC(=O)Nc2cccc(Cl)c2Cl)s1,-7.8
Cc1ccc(S(=O)(=O)N2C(=O)CCC2C(=O)Nc2ccccc2-c2ccccc2)cc1 (centres undefined),-16.7
O=C(CSc1nc(-c2ccccc2)c(-c2ccccc2)[nH]1)Nc1ccccc1Cl,-6.8
Cc1cc(C(=O)NCC2COc3ccccc3O2)nn1C (centres undefined),-9.1
COc1ccc(-c2nc3ccccc3s2)cc1,-4.7
O=C(CSc1n[nH]c(-c2ccc(Cl)cc2)n1)c1ccc(Br)cc1,?
COc1ccc(NC(=O)N(C)C[C@@H]2Oc3ncc(C#CCN(C)C)cc3C(=O)N([C@H](C)CO)C[C@@H]2C)cc1,-5.8
Cc1ccc(S(=O)(=O)N(C)C[C@H]2OCc3cnnn3CCCC(=O)N([C@@H](C)CO)C[C@@H]2C)cc1,3.5
O=C(CC1NCCNC1=O)Nc1ccc(F)cc1 (centres undefined),-5.5
Cc1ccc(N(CC(O)Cn2c3ccccc3c3ccccc32)S(C)(=O)=O)cc1 (centres undefined),32.7
C[C@@H]1CN([C@H](C)CO)C(=O)c2cc(NC(=O)CCCCCC(=O)Nc3ccccc3N)ccc2O[C@@H]1CN(C)Cc1ccccc1,-3.8
COc1ccc(S(=O)(=O)Nc2cccc3c2O[C@H](CN(C)S(=O)(=O)c2c(C)noc2C)[C@@H](C)CN([C@@H](C)CO)C3=O)cc1,-3.0
COc1cccc2c1OC1=C(C(=O)CC(C)(C)C1)C2CC(=O)c1ccc(O)cc1 (centres undefined),68.4

# 2 of these compounds, reformatted:
> COc1ccc(S(=O)(=O)Nc2cccc3c2O[C@H](CN(C)S(=O)(=O)c2c(C)noc2C)[C@@H](C)CN([C@@H](C)CO)C3=O)cc1
  ROS inducer: -3.0

> Cc1ccc(S(=O)(=O)N2C(=O)CCC2C(=O)Nc2ccccc2-c2ccccc2)cc1 (centres undefined)
  ROS inducer: -16.7
